# Bioassay records as filed in PubChem.
# TcdB GH inh: TcdB glycohydrolase inhibition. P18177. TcdB glycohydrolase enzymatic assay, plate reader. inhibition, % at 9.99 µM. 350,000 tested, 0.24% active. AID 652162; in the data active means inhibition above about 10%
# Target sequence (P18177 whole entry, looked up): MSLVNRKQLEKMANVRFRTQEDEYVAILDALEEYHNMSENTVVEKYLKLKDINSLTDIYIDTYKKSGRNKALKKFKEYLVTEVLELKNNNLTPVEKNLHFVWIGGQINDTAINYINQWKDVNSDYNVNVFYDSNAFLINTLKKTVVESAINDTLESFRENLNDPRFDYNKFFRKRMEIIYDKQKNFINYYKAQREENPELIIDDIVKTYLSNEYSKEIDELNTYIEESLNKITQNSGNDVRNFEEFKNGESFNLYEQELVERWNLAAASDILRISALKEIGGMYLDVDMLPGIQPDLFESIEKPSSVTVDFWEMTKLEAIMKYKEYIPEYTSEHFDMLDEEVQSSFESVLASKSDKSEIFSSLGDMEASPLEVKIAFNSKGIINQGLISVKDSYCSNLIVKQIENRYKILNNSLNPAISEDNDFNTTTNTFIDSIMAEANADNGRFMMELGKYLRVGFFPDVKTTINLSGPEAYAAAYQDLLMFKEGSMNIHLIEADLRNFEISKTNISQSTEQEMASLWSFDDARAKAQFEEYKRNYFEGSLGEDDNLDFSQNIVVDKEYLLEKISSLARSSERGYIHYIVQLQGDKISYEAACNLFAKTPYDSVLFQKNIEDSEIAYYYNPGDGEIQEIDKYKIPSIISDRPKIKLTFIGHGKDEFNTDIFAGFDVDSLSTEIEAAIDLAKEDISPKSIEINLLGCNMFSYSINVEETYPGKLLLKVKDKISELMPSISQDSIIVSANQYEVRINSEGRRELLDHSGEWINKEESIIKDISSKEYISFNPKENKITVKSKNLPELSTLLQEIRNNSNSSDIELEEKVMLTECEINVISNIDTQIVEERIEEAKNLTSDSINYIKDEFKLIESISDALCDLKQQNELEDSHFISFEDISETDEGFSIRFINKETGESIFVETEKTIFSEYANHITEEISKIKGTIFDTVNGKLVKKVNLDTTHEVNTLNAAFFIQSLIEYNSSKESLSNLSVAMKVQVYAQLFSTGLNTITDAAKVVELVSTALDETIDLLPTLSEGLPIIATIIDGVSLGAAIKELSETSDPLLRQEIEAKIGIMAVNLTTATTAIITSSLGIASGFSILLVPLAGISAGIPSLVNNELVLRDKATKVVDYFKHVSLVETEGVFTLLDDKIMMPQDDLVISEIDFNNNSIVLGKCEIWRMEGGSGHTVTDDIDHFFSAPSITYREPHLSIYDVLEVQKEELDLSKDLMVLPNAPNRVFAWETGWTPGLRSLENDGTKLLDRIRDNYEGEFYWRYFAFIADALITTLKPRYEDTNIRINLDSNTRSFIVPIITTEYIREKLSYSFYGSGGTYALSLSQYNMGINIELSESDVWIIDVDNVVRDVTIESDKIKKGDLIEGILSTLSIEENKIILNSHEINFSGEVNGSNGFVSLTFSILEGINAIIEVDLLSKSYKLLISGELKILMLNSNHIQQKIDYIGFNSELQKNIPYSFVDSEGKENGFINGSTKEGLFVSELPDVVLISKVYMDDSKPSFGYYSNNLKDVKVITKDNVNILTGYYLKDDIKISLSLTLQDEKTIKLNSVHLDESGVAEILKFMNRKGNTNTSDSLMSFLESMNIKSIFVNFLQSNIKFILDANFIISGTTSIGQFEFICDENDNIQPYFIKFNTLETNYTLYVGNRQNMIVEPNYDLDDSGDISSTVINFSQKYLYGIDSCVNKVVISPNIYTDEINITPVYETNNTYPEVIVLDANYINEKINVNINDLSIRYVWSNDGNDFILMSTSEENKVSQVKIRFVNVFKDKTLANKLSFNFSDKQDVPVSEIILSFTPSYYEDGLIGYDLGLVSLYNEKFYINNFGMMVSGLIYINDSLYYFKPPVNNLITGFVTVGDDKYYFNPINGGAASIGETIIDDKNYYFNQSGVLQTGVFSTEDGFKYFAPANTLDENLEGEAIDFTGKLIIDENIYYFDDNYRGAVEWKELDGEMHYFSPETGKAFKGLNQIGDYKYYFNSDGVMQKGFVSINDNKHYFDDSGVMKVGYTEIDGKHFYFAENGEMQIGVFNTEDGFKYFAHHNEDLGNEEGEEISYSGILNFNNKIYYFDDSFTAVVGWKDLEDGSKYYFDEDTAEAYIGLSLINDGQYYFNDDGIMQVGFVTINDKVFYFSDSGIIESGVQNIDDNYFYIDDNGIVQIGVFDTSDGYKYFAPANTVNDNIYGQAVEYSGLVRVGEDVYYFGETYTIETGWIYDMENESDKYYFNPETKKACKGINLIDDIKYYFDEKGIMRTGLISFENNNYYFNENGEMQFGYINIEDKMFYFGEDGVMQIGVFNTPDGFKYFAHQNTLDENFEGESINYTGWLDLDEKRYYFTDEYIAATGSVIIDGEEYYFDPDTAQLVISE
# BoNT A protease: blocks Botulinum neurotoxin A light chain protease; multiplex microsphere protease substrate cleavage, flow cytometry; 360,000 tested, 0.17% active; inhibition, % at 10 µM; further: plate controls were buffer without enzyme for full effect and enzyme alone for no effect
# CCHF vOTU inh: blocks the CCHF virus ovarian tumor domain protease | AID 651958 | CCHFV vOTU protease, Pep-AMC fluorescence | 370,000 tested, 0.55% active | inhibition, % at 11.5 µM; in the data active means inhibition above about 30%; further: 0% = vehicle wells with enzyme and 100% = no enzyme wells
# Yp Topo-I inh: inhibitors of Yersinia pestis topoisomerase I. Y. pestis Topo-I cleavage product accumulation, plate reader. AID 504884. 360,000 tested, 0.064% active. activity, % at 10 µM; in the data active means activity above about 50%, passing the limit was not always enough; inconclusive means no clear call, values can overlap the other calls; further: inactives centre near 2
# BoNT F protease: BoNT F light chain protease inhibition. Multiplex microsphere protease cleavage assay, flow cytometry. inhibition, % at 10 µM. 360,000 tested, 0.22% active. AID 588497; in the data active means inhibition above about 35%, passing the limit was not always enough; inconclusive means no clear call, values can overlap the other calls; further: plate controls were buffer without enzyme for full effect and enzyme alone for no effect
# PrPC TRFRET: reduces human prion protein on the cell surface | cell surface PrPC, TR-FRET read-out | AID 720596 | inhibition, % at 13.8 µM | P04156 | 370,000 tested, 0.43% active; in the data active means inhibition above about 24%; further: 0% = median of the test wells and 100% = reference compound wells
# PfHsp40 rescue: rescue of PfHsp40-mediated yeast toxicity; S. cerevisiae expressing PfHsp40, growth rescue, ATP luminescence; growth rescue, % at 12.5 µM; 340,000 tested, 0.68% active; in the data active means growth rescue above about 28%, passing the limit was not always enough; inconclusive means no clear call, values can overlap the other calls;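 further: yeast W303a lacking pdr1 and pdr3 grown in galactose medium; growth measured after three days at 30 °C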
# FadD28 binding: M. tuberculosis FadD28 bisubstrate binding inhibition; FadD28 bisubstrate probe binding, fluorescence polarization; inhibition, % at 12.5 µM; 360,000 tested, 0.22% active; in the data active means inhibition above about 8.5%, passing the limit was not always enough; inconclusive means no clear call, values can overlap the other calls
# Anthrax LF prot: blocks Bacillus anthracis lethal factor protease. P15917. multiplex microsphere protease cleavage assay, LF. inhibition, % at 10 µM. 360,000 tested, 0.12% active. AID 588501; further: plate controls were buffer without enzyme for full effect and enzyme alone for no effect
# Starred values were filed as active, the others as inactive; i = inactive; ? = inconclusive; · = no result given. Unless noted, no stated cut-off is given here; in the data, active means inhibition above about 30%; inconclusive means no clear call, values can overlap the other calls; inactive means below that. Rows are unselected; about 2.3% have a hit in one of these screens.
SMILES,TcdB GH inh,BoNT A protease,CCHF vOTU inh,Yp Topo-I inh,BoNT F protease,PrPC TRFRET,PfHsp40 rescue,FadD28 binding,Anthrax LF prot
Cc1cc2nnn(-c3nnc(-c4ccccc4)c4ccccc34)c2cc1C,·,0.7,7,6,-15,-7,0.4,-2.0,-1
O=C(NCC(=O)N1CCN(S(=O)(=O)c2ccccc2F)CC1)c1ccc(Br)o1,0.3,-23,14,-3,-43,1,1.9,-1.4,-7
CCCc1cc2c(=O)c(-c3ccccn3)coc2cc1OC,·,1.0,-5,-5,9,4,-1.7,-3.7,-3
O=c1[nH]c2ccccc2cc1-c1noc(-c2cccnc2)n1,·,0.9,6,0,2,-4,-0.4,-5.1,6
O=C(CSc1nc(-c2cccs2)cc(C(F)(F)F)n1)Nc1cc(OCC(F)(F)C(F)F)cc([N+](=O)[O-])c1,·,-0.8,12,-7,-9,-2,-1.3,0.6,-1
CCN(Cc1ccccc1)C(c1cc2ccc(C)cc2[nH]c1=O)c1nnnn1CCOC (stereo not given),·,?,-1,8,i,6,0.8,0.0,?
COc1cccc(NC(=O)C2(C)CCN2Cc2ccc(OC)c3ccccc23)c1 (stereo not given),1.1,-0.4,2,-11,-5,5,·,-0.6,-2
O=C(O)/C=C/c1cccc(OCc2ccccc2)c1,-1.1,-1.1,3,5,1,3,2.1,-3.7,1
CCN1C[C@@H]2[C@@H]3C(=O)N(Cc4ccccc4)C(=O)[C@@H]3[C@](C)(C1=O)N2C(=O)c1ccc(C(F)(F)F)cc1,0.4,-0.1,-2,-3,-2,2,-0.2,-3.3,-3
O=C(CSc1nc2ccccc2[nH]1)NCCCn1ccnc1,·,0.8,-5,5,1,2,0.0,-1.5,0
COC(=O)c1ccc(CNC(=O)CCC(=O)N2CCOCC2)cc1,-2.3,0.8,12,-7,-12,8,-1.7,-0.8,-1
CC(=O)c1ccc(OC(C)c2nc3ccccc3s2)cc1 (stereo not given),1.2,1.6,3,29,-17,-4,0.6,-5.3,-6
CC1(C)CC(=O)C=C(Nc2cccc(O)c2)C1,·,0.4,-7,-2,0,2,0.7,-2.9,4
CCc1ccc(N(C(=O)c2csnn2)C(C(=O)NC(C)(C)C)c2ccncc2)cc1 (stereo not given),·,-0.3,17,-7,-3,2,-0.7,-3.7,-3
Cc1cc2oc(=O)cc(CN3CCCCC3C)c2cc1Cl (stereo not given),0.3,-1.3,-4,27,4,5,-0.2,-2.4,-8
CCCNC(=O)C1(C)CCN(Cc2cc(C)n(C)n2)C1 (stereo not given),0.5,-0.1,7,5,-1,-6,·,-0.8,1
O=C(CN1CCOCC1)Nc1nc2cc([N+](=O)[O-])ccc2s1,·,0.3,3,-6,-2,-14,0.0,-1.5,0
CCCCc1nc2c(=O)[nH]c3ccccc3c2o1,·,-1.2,-8,2,2,1,1.3,-3.3,-4
Cc1ccccc1-c1nc(CS(=O)CC(=O)NC2CCCCC2)c(C)o1 (stereo not given),1.3,-2.3,4,19,-16,3,-0.2,-2.6,-4
CC(=O)Nc1ccc(NC(=O)CC(C)n2ccnc2)cc1 (stereo not given),0.4,0.6,-9,0,3,-2,-0.1,-19,-1
Cc1noc(C)c1S(=O)(=O)N(C)C[C@H]1Oc2c(NC(=O)NC(C)C)cccc2C(=O)N([C@H](C)CO)C[C@@H]1C,0.8,0.1,15,4,-4,0,0.2,-1.9,5
COc1cc(/C=N/N2CCN(Cc3ccccc3)CC2)cc(OC)c1OC,1.1,-0.8,-7,22,-5,-5,·,-1.0,-5
Cc1nc(NCc2ccco2)[nH]c(=O)c1CCC(C)C,·,3.4,0,-6,5,3,0.4,-1.6,1
Cc1ccc(-c2c(C)n([O-])c3c([n+]2=O)CCCCC3)cc1,-0.5,0.1,-7,-1,2,-6,-0.7,-3.0,-2
C=CCN(C(=O)Cn1c(C(=O)OC)cc2oc(C)cc21)c1ccccc1,·,1.7,9,-1,19,4,-0.2,-1.2,-6
CN(C)C(CNC(=O)c1ccc(C(=O)c2ccccc2)cc1)c1ccccc1 (stereo not given),0.5,-1.4,6,-3,-7,-4,-1.2,-2.1,2
C=CCNC(=O)C12CC3(C)CC(C)(CC(C)(C3)C1)C2,·,0.7,·,-4,-9,·,0.2,-3.0,-3
C=CCn1c(SCc2nc(N)nc(N(C)C)n2)nnc1-c1cccnc1,·,0.5,-2,-2,8,6,1.5,-2.1,-1
Cn1c(Cl)cnc1C1CC(=O)c2cc(Cl)ccc2O1 (stereo not given),·,0.4,13,-4,9,2,-1.0,-1.4,-1
CC(C)OC(=O)c1ccc(N2CCN(c3ccc(F)cc3)CC2)nc1,2.1,-2.5,12,11,4,12,0.9,-4.1,8
COc1ccc(Cl)cc1S(=O)(=O)N1CCC(C(=O)NCCC2=CCCCC2)CC1,1.1,0.2,3,42,1,7,-0.4,-4.8,-4
CC(=O)Nc1ccc(C2=NNC(=NCC3CCCO3)SC2)cc1 (stereo not given),-3.2,3.9,1,-9,-14,2,-1.2,-0.1,0
Cc1cccc(NC(=O)CCNS(=O)(=O)c2ccc3[nH]c(=O)oc3c2)c1,1.3,0.9,9,-9,3,4,-1.4,-2.9,-1
CCC(=O)N1CCN=C1SCc1ccccc1,2.4,-1.7,-6,-2,-6,2,-1.0,0.4,-9
Cc1ccc(NC(=O)c2ccc(S(=O)(=O)NCc3cccnc3)cc2)cc1C,1.7,-1.3,-6,15,-10,3,1.2,-0.8,3
Cc1ccc2nc(C)c3c(c2c1)N(c1ccc(F)cc1)CC3,2.4,-7.8,4,4,-24,-7,-0.6,-3.5,?
CCCCn1c(=O)nc2n(-c3ccc(OC)cc3)c3ccccc3cc-2c1=O,0.7,0.6,8,-4,-6,-5,-1.4,-1.3,-3
Cc1ccc(C(=O)CC(=O)c2ccccc2)cc1,1.3,-1.4,-3,-2,-9,-1,-2.7,-0.5,1
COc1ccccc1C(=O)NCC(C)(C)CN=C1NS(=O)(=O)c2ccccc21,2.6,-0.2,0,4,2,-1,-1.1,-4.7,-1
Cc1ccn(-c2cccc(-n3ccc(C)n3)n2)n1,·,0.3,3,3,-8,5,0.1,-4.8,-1
O=C(Oc1ccc(Cl)cc1)N1CCCCC1,·,-1.7,-1,5,-11,-12,0.0,-2.5,4
CCOc1ccc(OCc2cccc(C(=O)N(CC)CC)c2)cc1,1.4,-0.4,4,29,-4,12,0.8,-2.3,2
COCCNC(=O)/C(C#N)=C/c1ccc(OCC(=O)NC2CCCCC2)cc1,0.2,0.3,3,9,3,3,0.5,-4.8,-5
O=S1(=O)CCN2C(c3ccc4c(c3)CCCC4)=CSC2=N1,·,0.5,22,-4,3,3,10,-0.3,-2
CCOC(=O)C1=C(CN2CCSCC2)NC(=O)NC1c1cccc([N+](=O)[O-])c1 (stereo not given),2.1,-0.6,-3,6,-3,-6,-0.8,-3.3,2
COc1ccc(N(CC(=O)NC2CCCC2)C(=O)c2csnn2)cc1,·,0.5,-9,-5,1,3,-1.3,-0.1,0
c1ccc(-c2c(-c3ccccc3)n(Cc3ccco3)c3ncnc(NCCCn4ccnc4)c23)cc1,·,-1.6,5,26,-15,-10,148*,-4.6,-8
Cc1cc(C(F)(F)F)nc(-n2cc(-c3ccccc3)nn2)n1,0.8,-1.0,-2,7,-5,1,0.1,0.7,-2
COc1ccc(CCn2c(C)c(C(C)=O)c3cc(OC(=O)c4ccco4)ccc32)cc1OC,·,0.1,9,-2,-7,2,-0.6,-5.6,3
COc1ccc(CN2CCN(C3CCSCC3)CC2CCO)c(C)c1C (stereo not given),0.8,0.6,17,1,-2,-1,0.5,-2.0,2
CN(Cc1ccc(OCC(O)CN2CCCCC2)cc1)Cc1ccnc2ccccc12 (stereo not given),0.7,0.1,12,7,-17,14,-0.2,0.1,-4
COc1ccc(C)cc1NS(=O)(=O)c1ccc(-c2cnc(C3CC3)o2)cc1,0.0,-0.5,16,26,-3,23,0.6,-1.7,0
O=C(CCCSc1nc2ccccc2s1)Nc1nccs1,·,0.2,-16,8,0,7,0.6,-4.3,-19
O=C(CN1C(=O)C(=O)N(Cc2ccccc2)C1=O)c1ccc[nH]1,0.1,1.6,3,-1,-8,-7,0.8,0.9,-5
CS(=O)(=O)N1c2cccc3cccc(c23)S1(=O)=O,-0.5,0.4,13,-2,10,-3,48*,0.3,-1
Cc1ccc(-c2nnc(COc3cccc(-n4cnnn4)c3)o2)cc1,·,-0.3,6,-1,2,-1,0.0,-1.9,-6
COc1ccc(Nc2nc(NCCO)nc(N3CCCC3)n2)cc1,0.8,0.4,-1,5,0,-5,0.0,0.6,-2
CN1CCN(CC(=O)C23CC4CC(CC(C4)C2)C3)CC1,·,0.3,8,2,-3,-1,0.7,0.0,-1
OCCOCCn1c(C2CCCN2c2nc(-c3ccc(F)cc3)cs2)nc2cc(Cl)c(Cl)cc21 (stereo not given),0.5,0.2,5,23,4,0,143*,-3.5,-5
CC1(C)OC(=O)C2=C(C[C@@H](C3CCCCC3)O[C@@H]2c2ccc(F)cc2)O1,0.8,-0.6,18,·,2,4,·,·,-1
# Other compounds:
SMILES,TcdB GH inh,BoNT A protease,CCHF vOTU inh,Yp Topo-I inh,BoNT F protease,PrPC TRFRET,PfHsp40 rescue,FadD28 binding,Anthrax LF prot
O=C(NCc1ccco1)c1ccc2c(c1)N(Cc1ccc(Cl)cc1)CCS2,0.1,-0.5,-18,-7,-5,-4,-0.3,1.7,-8
COc1ccc(C2CCCCCN2C(=O)C2CCN(S(=O)(=O)c3cccc(C(C)=O)c3)CC2)cc1 (stereo not given),0.1,0.3,0,32,9,5,1.1,-1.8,-11
COc1ccc(/C=N/NC(=O)CC(=O)N/N=C/c2ccc(OC)cc2)cc1,0.9,0.4,-4,1,0,-1,-0.5,0.3,-2
O=C(COC(=O)CNS(=O)(=O)c1c(Cl)cccc1Cl)Nc1cccnc1Cl,·,0.2,0,6,-5,22,-0.3,-0.1,2
COc1ccc(C(=O)COc2ccc3c(C)cc(=O)oc3c2)cc1,0.8,-4.9,5,2,9,8,1.4,-3.1,-8
CC(=O)Nc1ccc(S(=O)(=O)NCCCN2CCN(Cc3ccccc3)CC2)cc1Cl,1.5,-1.5,-9,-8,-9,1,0.0,-1.7,8
Cc1ccnc(NS(=O)(=O)c2ccc(NC(=O)c3ccc4c(c3)OCCO4)cc2)n1,1.0,-0.7,11,5,-3,-9,-0.4,-1.6,3
O=C1CCC([N+](=O)[O-])C(c2cc(Br)ccc2F)N1 (stereo not given),0.3,-5.5,-4,8,?,-1,-0.2,0.7,-5
CCOc1ccc(S(=O)(=O)N(CC)CC)cc1NC(=O)CSCc1c(C)noc1C,1.5,0.1,-5,23,5,-2,0.4,-4.2,1
CC(=O)N1CCN(c2ccc([N+](=O)[O-])cc2)CC1,0.0,-0.6,-5,7,2,-21,-0.7,-1.6,-2
O=C(Cn1cnc(S(=O)(=O)N2CCCCC2)c1)NCc1ccco1,·,-0.3,·,-7,-2,·,-0.4,-2.3,-3

# Single records, from the list above:
# Results for O=C(Cn1cnc(S(=O)(=O)N2CCCCC2)c1)NCc1ccco1 = TcdB GH inh = ·; BoNT A protease = -0.3; CCHF vOTU inh = ·; Yp Topo-I inh = -7; BoNT F protease = -2; PrPC TRFRET = ·; PfHsp40 rescue = -0.4; FadD28 binding = -2.3; Anthrax LF prot = -3
# Results for O=C(NCc1ccco1)c1ccc2c(c1)N(Cc1ccc(Cl)cc1)CCS2 = TcdB GH inh = 0.1; BoNT A protease = -0.5; CCHF vOTU inh = -18; Yp Topo-I inh = -7; BoNT F protease = -5; PrPC TRFRET = -4; PfHsp40 rescue = -0.3; FadD28 binding = 1.7; Anthrax LF prot = -8

# Fetched by compound from above:
SMILES,TcdB GH inh,BoNT A protease,CCHF vOTU inh,Yp Topo-I inh,BoNT F protease,PrPC TRFRET,PfHsp40 rescue,FadD28 binding,Anthrax LF prot
Cc1cc(C(F)(F)F)nc(-n2cc(-c3ccccc3)nn2)n1,0.8,-1.0,-2,7,-5,1,0.1,0.7,-2
CCN(Cc1ccccc1)C(c1cc2ccc(C)cc2[nH]c1=O)c1nnnn1CCOC (stereo not given),·,?,-1,8,i,6,0.8,0.0,?
